Screening data as filed in PubChem.
ELG1 repair inh = ELG1-dependent DNA repair inhibition | HEK293T ELG1-luciferase reporter, luminescence, 16 h; DNA damage induced by 5-fluorouridine | Potency, µM (doses to about 46.1 µM), without a hit: top-dose activity change, negative = inhibition, hits mostly inhibitors | 2.3% of 330,000 active; further: potency means the concentration at half of the fitted maximal effect; on the % scale 0 is the no-effect control and ±100 the full control effect; nearly all actives have a fitted effect of over 55% in size
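DMSO vehicle served as the neutral condition. Each well held 2,000 cells given 5-fluorouridine plus compound; after 16 hr at 37 °C/5% CO2, ONE-Glo was added and luciferase measured 30 min later.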
TRPV1 agonist = activates the human vanilloid receptor TRPV1 | Q8NER1 | TRPV1-expressing cells, Fluo-8 calcium influx, agonist mode | activation, % at 8.33 µM | 0.19% of 320,000 active | AID 540275; in the data active means activation above about 80%; inconclusive means between about 30% and that limit; further: 0% is about no effect
Target sequence (Q8NER1 whole entry, looked up): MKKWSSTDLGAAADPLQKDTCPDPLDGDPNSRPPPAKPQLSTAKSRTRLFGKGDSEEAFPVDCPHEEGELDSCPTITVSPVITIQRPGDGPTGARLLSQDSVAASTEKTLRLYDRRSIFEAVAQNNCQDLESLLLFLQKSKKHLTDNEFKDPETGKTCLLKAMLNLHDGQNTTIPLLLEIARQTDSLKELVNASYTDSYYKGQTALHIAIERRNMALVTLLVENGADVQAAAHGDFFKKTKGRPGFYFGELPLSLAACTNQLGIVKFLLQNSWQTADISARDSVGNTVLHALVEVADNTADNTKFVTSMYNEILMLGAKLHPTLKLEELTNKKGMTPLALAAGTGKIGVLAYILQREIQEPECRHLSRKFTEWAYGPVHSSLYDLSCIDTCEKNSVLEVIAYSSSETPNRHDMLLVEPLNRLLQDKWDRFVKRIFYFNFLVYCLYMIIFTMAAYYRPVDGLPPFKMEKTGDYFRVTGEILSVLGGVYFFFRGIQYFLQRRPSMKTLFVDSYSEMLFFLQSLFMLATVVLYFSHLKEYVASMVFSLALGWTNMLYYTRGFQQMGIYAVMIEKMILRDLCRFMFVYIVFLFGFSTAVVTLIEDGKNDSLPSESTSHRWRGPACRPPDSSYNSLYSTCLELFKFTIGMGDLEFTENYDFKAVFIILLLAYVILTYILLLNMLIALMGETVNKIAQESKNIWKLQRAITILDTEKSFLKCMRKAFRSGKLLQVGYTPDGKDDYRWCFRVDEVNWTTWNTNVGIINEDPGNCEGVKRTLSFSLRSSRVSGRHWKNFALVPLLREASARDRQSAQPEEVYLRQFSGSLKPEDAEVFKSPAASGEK
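Cells expressing TRPV1 were dye-loaded with Fluo-8 and read kinetically: 10 s baseline, 3 min after compound (agonist portion), then 2 min after EC20 capsaicin (allosteric enhancer portion). Calcium-bound dye fluorescence at 480/520 nm.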
ELG1 genotox = induces genotoxicity in HEK293T cells with luciferase-tagged ELG1; HEK293T ELG1-luciferase reporter, luminescence, 16 h; Potency, µM (top dose mostly 46 µM), without a hit: top-dose activity change, positive = activation, usual class: activators; 1.3% of 330,000 active; AID 504466; further: potency means the concentration at half of the fitted maximal effect; % of control where 0% means no effect; nearly all actives have a fitted effect of over 60% in size
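Genotoxic stress is detected as increased luminescence from luciferase-tagged ELG1 in HEK293T cells, measured with ONE-Glo after a 16 hr treatment at 37 °C.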
VP16 counter = Gal4-VP16 reporter inhibition counter-screen | 3.5% of 310,000 active | Potency, µM (series often up to 53.6 µM), for inactives: at the top dose activity, negative = inhibition, most hits filed as inhibitors | Drosophila S2 Gal4-VP16 UAS-luciferase, luminescence, 20 h;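 further: Gal4-VP16 expression switched on by copper sulfate through the metallothionein promoter; potency means the concentration at half of the fitted maximal effect; on the % scale 0 is the no-effect control and ±100 the full control effect; nearly all actives have a fitted effect of over 50% in size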
NPC1 promoter act = activates the NPC1 promoter | Huh7 NPC1 promoter luciferase reporter, 24 h | Potency, µM (doses to about 9.22 µM), for the others: at the highest dose activation, hits mostly activators | 2.4% of 320,000 active;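 further: potency means the concentration at half of the fitted maximal effect; % of control where 0% means no effect; nearly all actives have a fitted effect of over 60% in size; reporter is driven by a mutant NPC1 promoter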
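Stable NPC1-promoter luciferase Huh7 line; cpd (DMSO) 24 h, 37 °C, 5% CO2; Amplite luciferase reagent 10 min RT; luminescence readout. qHTS format.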
FLuc modulator = firefly luciferase modulation, counter-screen for miR-21 project; P08659; purified FLuc, Km substrates, luminescence inhibition; Potency, µM (top dose mostly 57.5 µM), inactives show top-dose activity change, negative = inhibition, hits mostly inhibitors; 6.9% of 360,000 active; AID 588342;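 further: potency means the concentration at half of the fitted maximal effect; plate controls were vehicle for no effect and reference inhibitor for full effect; nearly all actives have a fitted effect of over 55% in size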
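Biochemical qHTS of compounds, final roughly 60 µM downward over six points, against 10 nM purified firefly luciferase using Km concentrations of substrates (10 uM D-luciferin, 10 uM ATP) in Tris acetate pH 7.5 buffer; luminescence output.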
Rab9 promoter act = activators of Rab9 promoter | Huh7 Rab9 promoter-luciferase reporter, luminescence, 24 h | Potency, µM (titrated, usually from 9.22 µM), inactives show at the top dose activation, negative = inhibition, usual class: activators | 2.8% of 320,000 active; further: potency means the concentration at half of the fitted maximal effect; % of control where 0% means no effect; nearly all actives have a fitted effect of over 60% in size
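Cells were plated at 1500 per well in reduced-serum medium with 10% FBS and left 2 h. Compound in DMSO was then added for 24 h at 37 °C. Reporter signal was read by luminescence after 10 min with luciferase detection reagent.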
p53 reactivator = restores transcriptional activity of mutant p53 | 0.063% of 320,000 active | H1299 p53-A138V BP100-luciferase reporter, luminescence, 24 h | Potency, µM (titrated, usually from 92.2 µM), for inactives: at the highest dose activity change, positive = activation, actives largely listed as activators; further: potency means the concentration at half of the fitted maximal effect; % of control where 0% means no effect; nearly all actives have a fitted effect of over 45% in size
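p53-null H1299 cells stably carrying temperature-sensitive p53-A138V and a BP100-luciferase reporter were pinned with compounds (4-point, 1:5 series) and held 24 hrs at 37 deg C. Luminescence was read 10 min after detection reagent.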
BRCA1 expr act = activators of BRCA1 expression; MCF7-BRCA1-FFLuc reporter, luminescence, 48 h; response scale: scaled: vehicle 0%, 10 µM genistein 100%; Potency, µM (doses to about 46.1 µM), inactives show at the top dose activation, most hits filed as activators; 1.1% of 380,000 active; further: potency means the concentration at half of the fitted maximal effect; nearly all actives have a fitted effect of over 80% in size; some results filed as inactive show a strong effect at the top dose
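Luminescence from a BRCA1-driven firefly luciferase in MCF7 cells was the read-out, taken 15 min after substrate addition following 48 h compound exposure at 37 °C. Data were normalized to a 10 microM genistein control and DMSO vehicle.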
Tb PFK inh = T. brucei PFK enzyme inhibition; Potency, µM (series often up to 57.5 µM), for inactives: top-dose activity, negative = inhibition, hits mostly inhibitors; O15648; 0.17% of 330,000 active; T. brucei PFK, ADP-Glo luminescence;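 further: potency means the concentration at half of the fitted maximal effect; 0% = uninhibited 1x PFK enzyme wells and -100% = no-enzyme wells; nearly all actives have a fitted effect of over 60% in size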
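Activity is normalized to no-enzyme wells (full inhibition) and 1.25 nM enzyme wells (no inhibition). Reaction: 0.5 mM F6P, 0.1 mM ATP, 45 min RT, ADP-Glo luminescence; concentration-response curves fitted and classed by quality.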
RORgamma inh = blocks mouse ROR gamma transcriptional activity. Drosophila S2 Gal4-RORgamma UAS-luciferase reporter, 20 h. 5.4% of 310,000 active. P51450. Potency, µM (titrated, usually from 53.6 µM), inactives show at the top dose activity change, negative = inhibition, actives largely listed as inhibitors; further: potency means the concentration at half of the fitted maximal effect; on the % scale 0 is the no-effect control and ±100 the full control effect; nearly all actives have a fitted effect of over 60% in size
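A Gal4/UAS one-hybrid system in insect cells: metallothionein-promoter Gal4–ROR gamma fusion plus Photinus luciferase reporter. Copper sulfate 700 uM final, 20 hr ambient incubation, luminescent detection after 10 min with reagent.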
Starred values were filed as active, the others as inactive; ? = inconclusive; . = no result given; [ ] = another dose, or the depositor's remark. Unless noted, the call rests on the fitted dose curve; in most records, active means well fitted curve in the direction sought with a large enough effect; inconclusive means small, poorly fitted or top-dose-only effect, or another doubt; inactive means no such curve, though single readings can be large; an effect the other way counts as inactive or inconclusive.

1. COc1cccc(CNC(=O)COC(=O)/C=C/c2ccc(SC)cc2)c1
2. CCOc1ccc(N(C(C)C(=O)Nc2ccc(OC)cc2)S(C)(=O)=O)cc1 (stereo not given)
3. O=C(CCCn1c(=O)c2ccccc2n(Cc2cccc(F)c2)c1=O)NC1CCN(Cc2ccccc2)CC1
4. O=C(CNC(=O)c1ccccc1Cl)OCC(=O)N1CCc2ccccc21
5. CSc1ccc(/C=N/NC(=O)c2ccc(C)c(C)c2)cc1
6. Clc1ccc(CSc2snnc2-c2ccccc2)cc1

compound no.,1,2,3,4,5,6
ELG1 repair inh,7%,-4%,-16%,?,-1%,29%
TRPV1 agonist,.,-2,4,-2,82*,7
ELG1 genotox,1%,-6%,-5%,?,6%,13%
VP16 counter,.,-8%,2%,-9%,?,?
NPC1 promoter act,.,0%,-2%,3%,2%,1%
FLuc modulator,.,5%,3%,13µM*,19µM*,-17%
Rab9 promoter act,.,9%,4%,9%,-1%,15%
p53 reactivator,10%,-3%,13%,14%,?,11%
BRCA1 expr act,3%,0%,.,-4%,-25%,27%
Tb PFK inh,0%,2%,1%,-4%,-29%,-5%
RORgamma inh,.,34%,?,5%,?,25%

7. C=COCCNC(=O)Nc1ccc(Cl)c(Cl)c1
8. CCOC(=O)CSc1nc(C(C)(C)C)nc2ccccc12
9. CCOC(=O)C1CCN(C(=O)CCNC(=O)c2cc(OC)c(OC)c(OC)c2)CC1
10. O=C(OCC(=O)N1CCN(c2ccccc2)CC1)C1CCCN1S(=O)(=O)c1ccc(Cl)cc1 (stereo not given)
11. Cc1onc(-c2ccccc2)c1C(=O)NCCSCc1ccco1
12. CCN=C(NCC)SC1CC(=O)N(c2cccc(OCC)c2)C1=O (stereo not given)

compound no.,7,8,9,10,11,12
ELG1 repair inh,?,-17%,1%,13%,4%,-28%
TRPV1 agonist,1,-2,-3,-2,.,?
ELG1 genotox,-3%,-5%,4%,1%,-2%,-7%
VP16 counter,6%,0%,-7%,.,.,-5%
NPC1 promoter act,?,-8%,-5%,0%,.,0%
FLuc modulator,17µM*,1%,0%,2%,.,0%
Rab9 promoter act,?,-1%,0%,-2%,.,-6%
p53 reactivator,?,0%,3%,3%,-4%,-8%
BRCA1 expr act,19%,16%,-1%,-1%,-1%,15%
Tb PFK inh,15µM*,-1%,4%,-2%,1%,-1%
RORgamma inh,?,16%,-16%,.,.,42%

13. CC(OC(=O)CCN=C1NS(=O)(=O)c2ccccc21)C(=O)N(C)C1CCCCC1 (stereo not given)
14. COc1ccccc1OCC(=O)Nc1ccccc1C(=O)N1CCCCC1
15. CCOC(=O)N1CCN(C2CC(=O)N(c3ccccc3)C2=O)CC1 (stereo not given)
16. COCCn1cnc2c1c(=O)n(Cc1cc(C(C)=O)ccc1OC)c(=O)n2Cc1ccccc1
17. CCCCC(=O)NC(Nc1cc(C)ccn1)(C(=O)OCC)C(F)(F)F (stereo not given)
18. CSCCC(NC(N)=O)C(=O)NCc1ccc(Cl)cc1 (stereo not given)

compound no.,13,14,15,16,17,18
ELG1 repair inh,12%,4%,12%,?,2%,18%
TRPV1 agonist,5,0,1,-1,.,-1
ELG1 genotox,-3%,1%,-1%,11%,-2%,3%
VP16 counter,.,-13%,0%,4%,-6%,-5%
NPC1 promoter act,0%,-1%,2%,6%,2%,4%
FLuc modulator,-9%,3%,-2%,0%,0%,-2%
Rab9 promoter act,0%,3%,-9%,2%,20%,0%
p53 reactivator,2%,-1%,5%,-7%,-2%,-2%
BRCA1 expr act,2%,0%,1%,9%,14%,-5%
Tb PFK inh,0%,-7%,1%,-4%,0%,-3%
RORgamma inh,.,-6%,-9%,5%,-6%,-21%

19. Cc1ccc(OCCNC(=O)CN2C(=O)NC3(CCCC3)C2=O)cc1
20. Cc1cc(C)cc(NC(=O)/C(C#N)=C/c2cn(CC(=O)NCc3ccco3)c3ccccc23)c1
21. CCN(c1ccc(OC)cc1)S(=O)(=O)c1ccc2c(c1)CCN2C(=O)CCC(=O)O
22. CCOC(=O)Cn1cc(/C=C(/C#N)C(=O)NC(C)C)c2ccccc21
23. O=C(O)C1CCCN1C(=O)NC1CCCCC1 (stereo not given)
24. NC(=O)CCn1c2ccccc2c2ccccc21

compound no.,19,20,21,22,23,24
ELG1 repair inh,1%,-22%,8%,5%,9%,-14%
TRPV1 agonist,5,-1,-1,8,3,4
ELG1 genotox,-1%,17%,1%,0%,0%,-4%
VP16 counter,.,?,0%,20%,-1%,-3%
NPC1 promoter act,-2%,-23%,0%,-3%,-5%,-1%
FLuc modulator,3%,-1%,4%,?,-4%,-3%
Rab9 promoter act,-3%,-21%,-6%,-4%,0%,-18%
p53 reactivator,3%,-3%,-3%,-1%,-15%,-6%
BRCA1 expr act,-24%,-65%,3%,0%,2%,-1%
Tb PFK inh,-8%,-2%,0%,4%,1%,3%
RORgamma inh,.,-31%[10 µM],3%,17%,-12%,10%

25. O=C(c1cc(Br)ccc1OC(F)F)N1CCN2CCCC2C1 (stereo not given)
26. CCN(C(=O)CSc1nc2ccc(OC)cc2[nH]1)C1CCS(=O)(=O)C1 (stereo not given)
27. C/C(=N/NS(=O)(=O)c1cccc([N+](=O)[O-])c1)c1ccc2c(c1)OCO2
28. CCCCC(=O)N(Cc1nc2sc(C)c(C)c2c(=O)[nH]1)C1CCCC1
29. CCOCCc1nnc(NC(=O)C2CCN(C(=O)c3ccco3)CC2)s1
30. Cc1onc(-c2ccccc2)c1C(=O)NNC(=S)NC(=O)/C=C/c1cccs1

compound no.,25,26,27,28,29,30
ELG1 repair inh,3%,-4%,5%,21µM*,6%,-17%
TRPV1 agonist,1,-2,0,-1,-1,1
ELG1 genotox,3%,-5%,1%,-1%,-1%,-3%
VP16 counter,.,.,-2%,-15%,3%,4.5µM*
NPC1 promoter act,-1%,-1%,2%,0%,-4%,-1%
FLuc modulator,.,-3%,-4%,-4%,1%,3%
Rab9 promoter act,2%,-1%,6%,-2%,-4%,1%
p53 reactivator,-2%,8%,16%,1%,1%,-3%
BRCA1 expr act,11%,-1%,11%,-38%,-3%,-69%
Tb PFK inh,-1%,0%,0%,0%,-1%,-3%
RORgamma inh,.,.,-9%,-9%,11%,3.5µM*

Rewritten as labelled records: entries from further up
#29 CCOCCc1nnc(NC(=O)C2CCN(C(=O)c3ccco3)CC2)s1
  ELG1 repair inh: 6%; TRPV1 agonist: -1; ELG1 genotox: -1%; VP16 counter: 3%; NPC1 promoter act: -4%; FLuc modulator: 1%; Rab9 promoter act: -4%; p53 reactivator: 1%; BRCA1 expr act: -3%; Tb PFK inh: -1%; RORgamma inh: 11%
#17 CCCCC(=O)NC(Nc1cc(C)ccn1)(C(=O)OCC)C(F)(F)F (stereo not given)
  ELG1 repair inh: 2%; TRPV1 agonist: .; ELG1 genotox: -2%; VP16 counter: -6%; NPC1 promoter act: 2%; FLuc modulator: 0%; Rab9 promoter act: 20%; p53 reactivator: -2%; BRCA1 expr act: 14%; Tb PFK inh: 0%; RORgamma inh: -6%
#11 Cc1onc(-c2ccccc2)c1C(=O)NCCSCc1ccco1
  ELG1 repair inh: 4%; TRPV1 agonist: .; ELG1 genotox: -2%; VP16 counter: .; NPC1 promoter act: .; FLuc modulator: .; Rab9 promoter act: .; p53 reactivator: -4%; BRCA1 expr act: -1%; Tb PFK inh: 1%; RORgamma inh: .
#24 NC(=O)CCn1c2ccccc2c2ccccc21
  ELG1 repair inh: -14%; TRPV1 agonist: 4; ELG1 genotox: -4%; VP16 counter: -3%; NPC1 promoter act: -1%; FLuc modulator: -3%; Rab9 promoter act: -18%; p53 reactivator: -6%; BRCA1 expr act: -1%; Tb PFK inh: 3%; RORgamma inh: 10%

Later entries
31. Cc1cc(C)c(C)c(S(=O)(=O)NCC(=O)Nc2ccc(F)cc2)c1C
32. CN(C)CCN1C(=O)C(O)=C(C(=O)c2cc3ccccc3o2)C1c1cccc(Br)c1 (stereo not given)
33. COc1ccc(S(=O)(=O)NC2CC(=O)N(c3ccccc3)C2)cc1C (stereo not given)
34. COc1ccccc1NC(=O)CCSc1nnnn1C
35. Cc1nsc(Nc2ccccc2)c1C#N
36. CN(C)CCCNC(=O)c1cc(C(=O)c2ccc(F)cc2)c[nH]1

compound no.,31,32,33,34,35,36
ELG1 repair inh,?,-1%,-6%,-2%,?,1%
TRPV1 agonist,?,0,8,-1,6,2
ELG1 genotox,-14%,0%,13%,-1%,-8%,0%
VP16 counter,-1%,-6%,.,1%,-5%,0%
NPC1 promoter act,4%,-1%,-6%,-1%,9%,-1%
FLuc modulator,1%,0%,-1%,-2%,4%,0%
Rab9 promoter act,0%,3%,-2%,0%,1%,-5%
p53 reactivator,-2%,2%,-2%,4%,-2%,-4%
BRCA1 expr act,-2%,0%,-7%,8%,-50%,-2%
Tb PFK inh,-7%,0%,-1%,-1%,-3%,0%
RORgamma inh,-2%,-15%,.,10%,1%,10%
